PAD4 inh: blocks human protein arginine deiminase 4; recombinant PAD4, RCA probe fluorescence polarization; inhibition, % at 6.36 µM; 0.41% of 330,000 active; AID 485272;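 active = percent inhibition above a cutoff equal to the mean of all tested compounds plus 3 SD, cut at about 15% in these data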;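 note: 0% = PAD4 with RCA probe and DMSO and 100% = probe without PAD4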
GSTO1 counter: GSTO1 inhibition, counter-screen for RBBP9 inhibitors; inhibition, % at 5.96 µM; P78417; recombinant GSTO1, activity-based probe fluorescence polarization; 1.1% of 300,000 active;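 active = inhibition above the campaign mean inhibition plus 3 SD, cut at about 35% in these data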;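 note: 0% = GSTO1-1 with DMSO and 100% = wells lacking GSTO1-1 enzyme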
EBNA-1 inh: blocks EBNA-1 binding to DNA. EBNA-1 DNA binding, fluorescence polarization. inhibition, % at 14.8 µM. 0.34% of 300,000 active. AID 1950; in the data active = inhibition above about 28%
LYPLA1 counter: blocks human lysophospholipase 1, a PME1 counter-screen; O75608; recombinant LYPLA1, FP-Rh probe fluorescence polarization; inhibition, % at 5.9 µM; 0.16% of 320,000 active; AID 2174;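 active = inhibition above the mean of all tested compounds plus 3 SD, set per campaign, cut at about 14% in these data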;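 note: inhibitors block serine hydrolase probe labeling of LYPLA1 so polarization falls; 0% = enzyme with DMSO and 100% = wells lacking LYPLA1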
LYPLA2 counter: blocks human lysophospholipase 2, a PME1 counter-screen. O95372. recombinant LYPLA2, FP-Rh probe fluorescence polarization. inhibition, % at 5.9 µM. 0.38% of 320,000 active. AID 2177;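 active = inhibition above the screen-wide mean plus 3 SD, limit set per campaign, cut at about 26% in these data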;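 note: 0% = LYPLA2 with DMSO and 100% = wells lacking LYPLA2 enzyme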
PAFAH2 FP inh: inhibitors of human PAFAH2; Q99487; recombinant PAFAH2, FP-rhodamine activity probe, fluorescence polarization; inhibition, % at 3.39 µM; 0.99% of 340,000 active; AID 492956;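 active = inhibition above the mean over all tested compounds plus 3 SD, cut at about 30% in these data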;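 note: inhibitors block probe labeling of enzyme so polarization drops; 0% = enzyme with DMSO and 100% = wells lacking PAFAH2 protein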
PREPL inh: human PREPL enzyme inhibition; 0.68% of 320,000 active; Q4J6C6; AID 2751; inhibition, % at 5.96 µM; recombinant PREPL, fluorescence polarization activity-based probe; in the data active = inhibition above about 43%;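 note: 0% = enzyme with DMSO and 100% = wells lacking enzyme; many of its hits are not listed in these tables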
Target sequence (Q4J6C6 whole entry, looked up): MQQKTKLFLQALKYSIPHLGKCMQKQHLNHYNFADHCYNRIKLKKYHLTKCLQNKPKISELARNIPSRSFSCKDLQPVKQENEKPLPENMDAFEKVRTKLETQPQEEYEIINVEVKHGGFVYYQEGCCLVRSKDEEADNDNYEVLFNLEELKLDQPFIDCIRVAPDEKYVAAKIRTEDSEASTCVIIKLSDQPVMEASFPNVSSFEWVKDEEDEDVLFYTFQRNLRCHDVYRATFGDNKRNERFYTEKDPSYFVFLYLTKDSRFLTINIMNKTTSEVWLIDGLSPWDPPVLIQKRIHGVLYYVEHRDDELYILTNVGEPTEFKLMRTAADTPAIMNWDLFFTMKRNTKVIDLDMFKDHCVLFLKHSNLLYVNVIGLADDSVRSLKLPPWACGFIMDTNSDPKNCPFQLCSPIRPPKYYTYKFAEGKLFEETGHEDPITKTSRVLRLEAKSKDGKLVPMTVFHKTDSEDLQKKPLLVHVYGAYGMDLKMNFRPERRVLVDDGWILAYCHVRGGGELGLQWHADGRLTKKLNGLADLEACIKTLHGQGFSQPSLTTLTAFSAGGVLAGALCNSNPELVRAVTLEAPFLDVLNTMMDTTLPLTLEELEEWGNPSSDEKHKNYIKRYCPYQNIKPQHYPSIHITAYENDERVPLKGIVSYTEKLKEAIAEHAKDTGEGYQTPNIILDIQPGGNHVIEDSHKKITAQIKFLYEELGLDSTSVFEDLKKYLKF
ZTA DNA inh: counter-screen for EBNA-1 inhibitors: inhibitors of Epstein-Barr virus ZTA | P03206 | ZTA-DNA binding, fluorescence polarization | inhibition, % at 11 µM | 0.15% of 320,000 active | AID 2234; in the data active = inhibition above about 33%
Target sequence (P03206 whole entry, looked up): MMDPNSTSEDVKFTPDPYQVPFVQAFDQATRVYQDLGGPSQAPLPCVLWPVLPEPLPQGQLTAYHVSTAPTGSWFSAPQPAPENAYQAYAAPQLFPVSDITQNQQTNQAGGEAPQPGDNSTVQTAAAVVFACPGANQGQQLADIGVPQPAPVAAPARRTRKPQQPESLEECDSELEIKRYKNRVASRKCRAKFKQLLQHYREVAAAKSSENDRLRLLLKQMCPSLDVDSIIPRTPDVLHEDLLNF
PAFAH1B3 inh: PAFAH1B3 (human) inhibition; inhibition, % at 3.39 µM; Q15102; AID 492972; 0.28% of 340,000 active; recombinant PAFAH1B3, FP-rhodamine probe, fluorescence polarization;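 active = inhibition above the screen-wide average of all tested compounds plus 3 SD, cut at about 25% in these data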;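 note: 0% = enzyme with DMSO only and 100% = wells lacking PAFAH1B3 protein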
* = called active by the depositor; · = no result given; & = joins results of further samples. Not all compounds are listed (hit frequency here may not be typical).

Start of the listing, in advance, 4 compounds:
SMILES	PAD4 inh	GSTO1 counter	EBNA-1 inh	LYPLA1 counter	LYPLA2 counter	PAFAH2 FP inh	PREPL inh	ZTA DNA inh	PAFAH1B3 inh
Cc1nc2nc(COc3ccccc3)[nH]n2c(=O)c1C	-2	2	3	0	-2	9	1	6	14
CC1CCCC(C)N1C(=O)CSc1nnc(-c2c[nH]c3ccccc23)o1 (configuration not stated)	-1	2	6	-2	-3	6	-3	4	10
CN(C(=O)CN1C(=O)c2ccccc2S1(=O)=O)c1ccccc1C(=O)O	1	-7	-9	4	5	14	14	2	2
Cc1nnc2c(N3CCN(C(=O)c4ccco4)CC3)nc3ccccc3n12	-2	-1	3	0	1	2	5	8	-2

Results (from the top)
SMILES	PAD4 inh	GSTO1 counter	EBNA-1 inh	LYPLA1 counter	LYPLA2 counter	PAFAH2 FP inh	PREPL inh	ZTA DNA inh	PAFAH1B3 inh
Cc1nc2nc(COc3ccccc3)[nH]n2c(=O)c1C	-2	2	3	0	-2	9	1	6	14
CC1CCCC(C)N1C(=O)CSc1nnc(-c2c[nH]c3ccccc23)o1 (configuration not stated)	-1	2	6	-2	-3	6	-3	4	10
CN(C(=O)CN1C(=O)c2ccccc2S1(=O)=O)c1ccccc1C(=O)O	1	-7	-9	4	5	14	14	2	2
Cc1nnc2c(N3CCN(C(=O)c4ccco4)CC3)nc3ccccc3n12	-2	-1	3	0	1	2	5	8	-2
CCN(c1ccccc1)S(=O)(=O)c1ccc2c(c1)OCCO2	2	·	·	·	·	15	-3	·	12
CCCOc1ccc(-c2nnn(CC(=O)N3CCCCC3)n2)cc1	1	-6	-1	-3	3	2	3	5	5
O=C(NC1c2ccccc2-c2ccccc21)N1CCOCC1	-1	3	6	2	2	-9	3	-23	2
COc1ccccc1N1C(=O)c2cccnc2C1=O	1	-1	6	-2	-4	-2	5	-1	9
O=C(CSCc1ccc(F)cc1)N1CCOCC1	-2	0	3	0	3	-3	17	-2	0
CC(=O)NC1C(=O)N=C(SCC(=O)NC2CCCCC2)NC1=O (configuration not stated)	3	2	0	1	2	3	14	-7	10
CCOC(=O)c1ccccc1NC(=O)Cn1cnc2c(oc3ccccc32)c1=O	2	9	-9	2	2	-4	-10	-6	4
CN(C(=O)CN1C(=O)CCSc2ccc(S(=O)(=O)N3CCCC3)cc21)c1ccccc1	-4	-4	0	4	2	4	6	5	4
COc1ccc(NC(=O)CN2CCC3(O)CCCCC3C2c2cc(OC)ccc2OC)cc1 (configuration not stated)	3	1	8	3	-6	2	18	16	8
CC1CCCCN1S(=O)(=O)c1ccc(C(=O)N(CCCN(C)C)c2nc3ccc(Br)cc3s2)cc1 (configuration not stated)	7	-4	0	-5	-1	-3	-10	0	5
O=C(CCNc1ccccc1)c1cccc([N+](=O)[O-])c1	3	16	8	-5	3	-8	21	-13	14
O=C(NCc1ccccn1)c1cccc(S(=O)(=O)Nc2ccccc2Cl)c1	-1	·	·	-1	0	-2	2	6	-3
Cc1ccc(S(=O)(=O)N2CCC(=O)N(CCO)CC2)cc1	-4	-4	11	0	-4	1	-1	7	3
O=C(OCCN=C1NS(=O)(=O)c2ccccc21)c1cccnc1	4	3	3	-4	-4	-5	2	9	3
CC(C)C(C(=O)Nc1ccccc1F)N1C(=O)c2ccccc2C1=O (configuration not stated)	-3	-5	-6	2	4	-7	-1	-6	5
Cc1ccc(C(=O)NNC(=O)CCC(=O)Nc2cccc(Cl)c2C)cc1	5	2	8	1	6	-5	-1	1	3
COc1ccc(NC(=O)c2oc3ccccc3c2NC(=O)c2ccco2)c(OC)c1	-1	-3	27	-6	-1	-4	16	20	0
CC(=O)NC(C)(C)C1CC=C(C)/C(=N\O)C1 (configuration not stated)	-2	-5	-2	-2	-2	1	10	-1	-4
Cc1cccc(N(C(=O)c2snc(C(N)=O)c2N)C(C(=O)NC2CCCC2)c2ccc(C)o2)c1 (configuration not stated)	-3	-1	-13	2	3	-11	11	-12	-2
CC(C)c1ccc2[nH]c3c(c2c1)CCC/C3=N\NC(=O)c1ccncc1	8	-11	0	-6	-10	-4	15	-3	12
Cc1ccc(OCC(=O)N2CCN(S(=O)(=O)c3ccccc3[N+](=O)[O-])CC2)cc1	7	4	-2	-3	-1	1	21	7	10
CC(C)(C)c1ccc(C(=O)NNC(=S)NC(=O)c2cccnc2)cc1	0	2	-3	0	2	2	5	-6	6
COc1ccc(C(=O)O)cc1S(=O)(=O)Nc1ccccc1-c1ccccc1	1	4	-4	4	3	10	-9	-23	-2
CC(C)CC(=O)NC(=S)Nc1ccc(N2CCN(C(=O)c3cccs3)CC2)cc1	8	7	-8	7	23	-3	11	-21	1
CSc1ccccc1C(=O)Nc1cccc(C)c1	-6	-3	-9	-3	2	-6	4	2	4
CCn1cc(C(=O)O)c(=O)c2cc(F)c(N3CCN(C(=S)NC(=O)c4cccc(F)c4)CC3)cc21	-2	2	2	1	4	0	14	-19	-11
COc1ccc(S(=O)(=O)N2CCN(C(=O)c3cccs3)CC2)cc1OC	3	1	10	1	4	12	-1	1	2
Cc1ccccc1S(=O)(=O)NC1OC(=O)C(Cl)=C1Cl (configuration not stated)	-2	15	6	-5	0	-2	-4	3	8
CCN(c1ccccc1)S(=O)(=O)c1cccc(C(=O)Nc2ccc(C)cn2)c1	1	2	2	1	-4	-7	-3	4	3
Cc1cc(C(=O)N2CCC(C(N)=O)CC2)c(C)o1	-3	·	·	0	-1	1	2	-9	-5
COc1ccc(S(=O)(=O)N2CCC(C(=O)Nc3cccc(Cl)c3)CC2)cc1OC	0	-8	-4	-6	-4	-9	-5	-8	12
CCc1ccccc1S(=O)(=O)Cc1ccc(C(=O)NCc2cccs2)o1	3	4	12	4	3	1	7	-2	7
Cc1cnc(C(=O)N2CCCC(N3CCN(c4cccc(C(F)(F)F)c4)CC3)C2)cn1 (configuration not stated)	1	2	-5	2	26*	1	9	-5	2
COc1cccc(CN2C(=O)N(C(C)C)C(N(O)C(=O)NC(C)C)C2(C)C)c1OC (configuration not stated)	-2	3	-5	0	-2	5	3	-15	-4
COc1ccc(C(C(=O)NC2CCCC2)N(C(=O)c2ccco2)c2cc3c(cc2C(C)=O)OCO3)cc1 (configuration not stated)	-1	7	-13	-2	-5	6	6	8	-1
COc1ccc2oc(C(=O)NC(C)(C)C)c(C)c2c1	-1	9	4	2	1	-3	4	-6	0
CC(C)(C)C1CCC(=NNc2nc3ccccc3[nH]2)CC1 (configuration not stated)	-1	2	-4	-2	-3	6	23	7	9
N#C/C(=C/c1ccc(OCc2ccc(C(=O)O)cc2)cc1)C(=O)Nc1ccccc1	-3	3	-8	5	4	-4	5	-15	6
O=C1c2ccccc2-c2nnc(-c3ccc(F)cc3)cc21	5	10	5	4	1	11	18	8	9
O=C(NCc1ccc(F)cc1)C1CC(=O)N(C2CCCCC2)C1 (configuration not stated)	4	14	-2	-1	-3	-3	5	-1	8
CCc1nnc(NC(=O)C2CCCN2C(=O)Nc2ccc(Cl)cc2)s1 (configuration not stated)	1	6	-13	1	-2	-5	-26	1	5
COc1cccc(CNC(=O)c2ccncc2)c1	-2	-4	-6	-2	-1	3	1	-2	8
Cc1nc(=O)c(-c2ccccc2)c(C)n1-c1ccc(O)cc1	1	-2	5	-1	3	1	2	5	2
Cc1cc(C)c(C(=O)COC(=O)CCNS(=O)(=O)c2c(Cl)cccc2Cl)cc1C	2	5	2	-5	-2	-11	-5	-8	-1
Cc1ccccc1OCC(O)Cn1c(=N)n(CCN2CCOCC2)c2ccccc21 (configuration not stated)	1&1	2&3	7&6	3&-1	2&-6	2&8	56*	-7&13	24&5
COc1ccc(C(=O)NNC(=O)c2snnc2C)cc1	3	-8	10	-5	-6	-2	-1	19	4
COc1ccc(-c2c(C)n([O-])c3c([n+]2=O)CCC3)cc1OC	-6	5	5	3	0	-11	10	-1	-1
O=C(O)CC(NC(=O)CCc1ccccc1)c1ccc(Cl)cc1 (configuration not stated)	1	8	11	-2	0	-5	3	62*	12
COc1ccc(S(=O)(=O)N2CCOCC2)cc1NC(=O)Cc1ccc2c(c1)OCCO2	0	·	·	-2	-1	29	19	-11	4
Cc1nn(S(=O)(=O)c2ccc(F)cc2)c(C)c1S(=O)(=O)N1CCOCC1	-3	4	2	3	-1	-3	8	-9	0
Cc1ccccc1OCC(=O)N(Cc1ccc(N(C)C)cc1)C1CCS(=O)(=O)C1 (configuration not stated)	2	0	2	-2	-4	2	16	-10	9
O=C(NCc1ccc(-c2nc3ccccc3s2)cc1)c1ccco1	-1	-2	8	-4	-8	2	3	4	-7
O=C(NC(Cc1ccccc1)C(=O)O)C1CCN(S(=O)(=O)c2cccc(C(F)(F)F)c2)CC1 (configuration not stated)	2	5	-11	2	2	-3	3	1	8
Cc1cc(S(=O)(=O)N2CCOCC2)ccc1OCC(=O)NCCCn1ccnc1	-2	2	-2	-2	-3	5	8	4	9
C[C@H](CO)N1C[C@H](C)[C@@H](CN(C)C(=O)Nc2ccc(C(F)(F)F)cc2)Oc2c(NS(=O)(=O)c3cn(C)cn3)cccc2C1=O	-1	·	·	·	·	8	6	·	14
COCCCn1c(=N)c(C(=O)NC2CCCCC2)cc2c(=O)n3ccccc3nc21	-2	1	6	4	12	8	18	7	6

Continuation.
SMILES	PAD4 inh	GSTO1 counter	EBNA-1 inh	LYPLA1 counter	LYPLA2 counter	PAFAH2 FP inh	PREPL inh	ZTA DNA inh	PAFAH1B3 inh
Cc1ccc(N(C(=O)c2ccc(S(=O)(=O)N3CCCC3)cc2)C2C=CS(=O)(=O)C2)cc1 (configuration not stated)	-4	5	1	2	6	-152	7	9	0
CCOc1ccc(S(=O)(=O)NC(C)C(=O)NC2CCCC2)cc1 (configuration not stated)	-1	5	-3	1	1	-2	-2	7	5
COc1ccc(C(=O)N/C(=C/c2cccs2)C(=O)NC(C)(C)C)cc1OC	0	19	-2	1	1	2	4	-2	12
Cc1nn(CC(=O)Nc2ccc3c(c2)OCCO3)c(C)c1[N+](=O)[O-]	-2	·	·	·	·	-14	8	·	5
COc1ccccc1N1CCN(C2CCCN(C(=O)c3snnc3C)C2)CC1 (configuration not stated)	-1	4	7	1	3	-5	8	5	5
Cc1ccc(NC(=O)c2ccc(NCCN)c([N+](=O)[O-])c2)cc1Cl	-3	8	-3	-5	1	-11	41	-2	-9
O=C(CSc1ccc2nnc(-c3ccccn3)n2n1)N1CCOCC1	-1	1	-8	0	-3	10	1	6	-3
O=C(Nc1ccccc1Cl)c1ccc(S(=O)(=O)NCC2CCCO2)cc1 (configuration not stated)	4	0	11	4	10	3	-5	7	5
CCN(CCCNC(=O)CN1C(=O)COc2ccc(S(=O)(=O)N3CCC(C)CC3)cc21)Cc1ccccc1	-5	-8	-4	-2	2	14	4	-4	-2
c1coc(CN(Cc2ccco2)c2ncnc3c2oc2ccccc23)c1	-1	-5	2	-4	-1	0	-8	6	4
C#CCNC(=O)C1=C[C@@H](c2ccc(C#C)cc2)[C@H](CCCO)[C@@H](OCC)O1	2	3	13	-2	-3	-2	-4	10	0
COC(=O)c1c(NC(=O)c2cccc(N3C(=O)CCC3=O)c2)sc2c1CCN(C(C)=O)C2	7	-3	15	0	11	-2	7	13	2
CCOC(=O)C1CCN(Cc2ccccn2)CC1	1	4	-10	-1	5	·	-5	-29	·
CCOc1ccc(C(=O)Nc2cccc(C(=O)O)c2C)cc1Cl	1	-2	1	0	3	9	-5	-4	10
Cc1cccc(NCc2nc(-c3ccccc3)no2)c1	2	6	-7	-1	-1	-5	8	-3	2

Screens: PubChem BioAssay, The Scripps Research Institute Molecular Screening Center
